# Compound activity (PubChem BioAssay)
# All columns: NCI-60 one-dose screen, growth in % after 48 h at 10 µM unless noted; 100 = growth as untreated, 0 = no growth, -100 = all killed.
# HL-60(TB) – HL-60(TB) leukemia cells; actives 9% (n = 78,000); active means growth percent below 10
# Active calls of the source: *; & = joins results of further samples; [ ] = another dose, or the depositor's remark.
# Start of the data: the first 7 records, to show the layout:
SMILES,HL-60(TB)
CCN(CC)CCNc1ncnc2c1cnn2-c1ccc(Cl)cc1,39
CC(=O)Nc1c(Cl)cc2c(c1Cl)Cc1ccccc1-2,100
CSC[C@H](NC(=O)COc1cccc2cnccc12)C(=O)NC(Cc1ccccc1)C(O)C(=O)N1CSC[C@H]1C(=O)NC(C)(C)C (some centres not stated),140
CCN(CC)CCNC(=O)c1c(C)[nH]c(/C=C2\C(=O)Nc3cc(NC(=O)NC(=O)c4ccc(OC)cc4F)ccc32)c1C,96
O=C(CSc1nnc(-c2cnccn2)n1-c1ccccc1)c1ccccc1,91
COC(=O)C(c1ccccc1)C1CCCCN1 (configuration not stated),102
COc1ccc2[nH]c(=O)cc(-n3ncc(C(C)=O)c3C)c2c1,88

# The whole of this part, repeating the preview:
SMILES,HL-60(TB)
CCN(CC)CCNc1ncnc2c1cnn2-c1ccc(Cl)cc1,39
CC(=O)Nc1c(Cl)cc2c(c1Cl)Cc1ccccc1-2,100
CSC[C@H](NC(=O)COc1cccc2cnccc12)C(=O)NC(Cc1ccccc1)C(O)C(=O)N1CSC[C@H]1C(=O)NC(C)(C)C (some centres not stated),140
CCN(CC)CCNC(=O)c1c(C)[nH]c(/C=C2\C(=O)Nc3cc(NC(=O)NC(=O)c4ccc(OC)cc4F)ccc32)c1C,96
O=C(CSc1nnc(-c2cnccn2)n1-c1ccccc1)c1ccccc1,91
COC(=O)C(c1ccccc1)C1CCCCN1 (configuration not stated),102
COc1ccc2[nH]c(=O)cc(-n3ncc(C(C)=O)c3C)c2c1,88
Cc1ccc(S(=O)(=O)N2C/C(=C\c3c(Cl)cccc3Cl)C(=O)/C(=C/c3c(Cl)cccc3Cl)C2)cc1,95
CC(C)(C)c1ccc(C(=O)Nc2sc3c(c2C#N)CCC(=O)C3)cc1,-1.9*
O=C(O)COc1ccccc1O,89
CCC(C)N=C=S (configuration not stated),103
ClC1=C(Cl)C(Cl)=C(Cl)C1=Cc1ccccc1,-8.9*
C[C@@H]1CC[C@@H]2[C@H]1[C@@H](OC(=O)/C=C/c1ccccc1)[C@@]1(c3ccccc3)C[C@H](NC(=O)CO)[C@]2(C)O1,86
CSc1nc2[nH]c(=O)[nH]c2c(=O)[nH]1,122
O=C(CSC1CCc2ccccc21)NNC(=O)Nc1ccc(Cl)cc1 (configuration not stated),95
O=c1nc(Nc2cccc(Cl)c2)oc2cc(Cl)oc(=O)c12,26
NS(=O)(=O)c1ccc(Nc2nc(SCc3ccc([N+](=O)[O-])cc3)nc3ccccc23)cc1,83
Cn1cc(C2=C(c3coc4cc(Br)ccc34)C(=O)NC2=O)c2ccccc21,44
C#CC(N)=O,105
CCCC(Cc1ccccc1)N1CCCC1 (configuration not stated),112
N=c1c2c(-c3ccccc3)c(-c3ccccc3)oc2ncn1NC(=O)c1ccncc1,99
C=C[C@]1(C)C[C@@H](OC(=O)CSC2CC3CCC(C2)N3C)[C@]2(C)C(C)CCC3(CCC(=O)C32)[C@@H](C)[C@@H]1O (some centres not stated),98
CCCNC(=O)Oc1ccc(/C(=C(\C)c2ccccc2)c2ccc(OCCN3CCCCC3)cc2)cc1,63
COc1c(CCCO)cc2c(c1OC)OCO2,97
O=C(Nc1ccccc1F)Nc1ccccc1Cl,52
O=C(c1cc2ccccc2c(=O)o1)c1cc2ccccc2c(=O)o1,100
CC(C)N(C(=O)c1ccc([N+](=O)[O-])cc1)C(C)C,97
O=C(O)C1CCCCN1c1nc(Cl)nc(Cl)n1 (configuration not stated),98
Cc1ccc(Cl)cc1NC(=O)c1sc2nc3c(cc2c1N)C(=O)CCC3,82
O=C1N=c2ccccc2=C/C1=C\c1sc(=O)[nH]c1O,102&88
COc1cc(-c2csc(NC(=O)Nc3cccc(C(F)(F)F)c3)n2)cc(OC)c1OC,45
O=C(N/N=C/c1ccnc2ccccc12)c1cc(O)c(O)c(O)c1,100
Cc1cc2c(C(C)C)c(O)c(O)cc2c2c1-c1c(C)cc3c(C(C)C)c(O)c(O)cc3c1OP(=O)(O)O2,61
O=C(O)c1cn(C2CC2)c2cc(N3CCN(C(=O)c4ccccc4O)CC3)c(F)cc2c1=O,105
CCCc1cc(=O)[nH]c(-n2nc(C)cc2C)n1,13
CCCC1CC(C(=O)NC(C(C)Cl)C2OC(SC)C(O)C(O)C2O)N(C)C1 (configuration not stated),95
Nc1c2c(c(O)c3c1=C(CO)C=N3)=NCCS2,-34*
O=C1CSC(c2ccccc2Br)N1n1cnnc1 (configuration not stated),103
O=C(CCCCCNC(=O)c1cc(=O)c(O)co1)Nc1ccccc1,106
CS(=O)(=O)c1ccc(N)cc1,123
COc1ccc(/C(N)=N/C(N)=N/c2nc3ccccc3s2)cc1,108
O=S(=O)(NCCNc1nccc(-c2c(-c3ccc(F)cc3)nc3sccn23)n1)c1ccc(C(F)(F)F)cc1,106
O=c1[nH]c(=O)c2[nH]cnc2[nH]1,97
CN1CCN(c2nc(NCCNc3ccnc4cc(Cl)ccc34)c3ccccc3n2)CC1,-63*
CCCCOc1nc2ccc([N+](=O)[O-])cc2s1,95
COc1cc2c(cc1OC)/C(=C/c1sc(=S)[nH]c1O)C(C(=O)O)=N2,101
CS(=O)(=O)OCC1CCCO1 (configuration not stated),105
CCCCCOC(=O)c1nc(NCC2CCCCC2)sc1N,97
CC(C)Cc1ccc(CC(C)C)c(O)c1,108
O=C1OC(=O)c2c(I)c(I)c(I)c(I)c21,90
O=C(OCc1ccc2cccc(O)c2n1)N1CCN(C(=O)c2cc3cc(F)ccc3[nH]2)CC1,-36*
COc1ccc(-c2ccc3c(=O)n(C)c(SC)nc3n2)cc1,95
CS(=O)(=O)c1ccc(-c2nn(-c3ccccc3)cc2/C=C/C(=O)c2ccc(O)cc2)cc1,83
O=c1oc2ccc3ccccc3c2cc1-c1ccn[nH]1,94
Cc1cc2ccccc2[n+](C)c1-c1ccccc1Cl,71
Cc1cc(C)c(S(=O)(=O)Cl)c(C)c1,88
c1ccc(Cc2ccncc2)cc1,75
CC(=O)N1N=C(c2ccc(C)cc2)CC1c1cn(Cc2ccc(Cl)cc2)c2ccccc12 (configuration not stated),80
COc1ccc(CNCCCN2C(=O)c3ccc4c5c(ccc(c35)C2=O)C(=O)N(CCCNCCCCNCCCN)C4=O)c(OC)c1OC,26
COc1ccc(Nc2cc(NC(=O)CNc3cc(OC)c(Cl)c(OC)c3Cl)ncn2)cc1,75
# Next records.
SMILES,HL-60(TB)
CS(=O)(=O)c1ccc(N2N=C(c3ccc(NC(=O)Nc4ccccc4)cc3)CC2c2ccc(Br)cc2)cc1 (configuration not stated),89
O=c1[nH]c(=S)[nH]c2c1CN(CCCN1CCN(CCCN3CNc4[nH]c(=S)[nH]c(=O)c4C3)CC1)CN2,116
CC(C)CCC1C(=O)NC(=O)NC1=O,100
Cn1c(=S)sc2nc3ccccc3n2c1=S,102
CCCCc1nc(Cl)c(C2CC(c3cc(OC)c(OC)c(OC)c3)=NN2c2ccc(Cl)cc2)[nH]1 (configuration not stated),82
O=C1C(Cl)=C(NCc2ccccc2)C(=O)c2ccccc21,107
O=C1OC2Cc3cc(Cl)ccc3NC1C2 (configuration not stated),117
CNC(=O)Oc1ccc(C(C)(C)C)cc1OC(=O)NC,86
CCOC(=O)/C=C1\S/C(=N\Nc2ccc([N+](=O)[O-])cc2[N+](=O)[O-])N(CC)C1=O,102
Cc1ccc2nc(NC(=O)CSc3nc(NN=Cc4ccccc4)c(C#N)c(-c4ccccc4)n3)sc2c1,83
CCOc1cccc(/C=N/NC(=O)c2ccc(Nc3ccnc(C(F)(F)F)c3)cc2)c1O,38
C=C(C)[C@@H]1CC[C@]2(C(=O)NCC(=O)O)CC[C@]3(C)[C@H](CC[C@@H]4[C@@]5(C)Cc6c([nH]c7ccccc67)C(C)(C)[C@@H]5CC[C@]43C)[C@@H]12,101
O=C(O)COCCOCC(=O)O,103
O=C1OC(=O)c2cc([N+](=O)[O-])ccc21,97
CC(C)(C)OC(=O)NCCc1ccc(N)cc1,89

# The last 4 records of the section above lead into the next:
SMILES,HL-60(TB)
C=C(C)[C@@H]1CC[C@]2(C(=O)NCC(=O)O)CC[C@]3(C)[C@H](CC[C@@H]4[C@@]5(C)Cc6c([nH]c7ccccc67)C(C)(C)[C@@H]5CC[C@]43C)[C@@H]12,101
O=C(O)COCCOCC(=O)O,103
O=C1OC(=O)c2cc([N+](=O)[O-])ccc21,97
CC(C)(C)OC(=O)NCCc1ccc(N)cc1,89
c1ccc(NC2=NCCN2)nc1,96
O=C(c1ccc(Cc2n[nH]c(=O)c3cccnc23)cc1)N1CCOCC1,102
CCOC(=O)C1=C(C)N=C2Sc3ccccc3N2C1c1ccccc1 (configuration not stated),62
COc1ccc2nc3c(c(NCCCN(C)C)c2c1)CCCC3,89
O=C(/C=C/c1coc(-c2ccc(Cl)cc2)n1)c1ccc(Cl)cc1,78
CCN1OC(=O)N(c2ccccc2)C1c1ccccc1 (configuration not stated),102
Cc1cc(C)cc(-n2nnc3ccccc3c2=O)c1,94
CSc1nc2ccc(C)cc2cc1/C=[N+](\[O-])c1ccccc1,70
O=C(N/N=C\c1ccc(O)cc1)c1ccc2nc(-c3ccc([N+](=O)[O-])cc3)[nH]c2c1,89
CCOC(=O)C(CCc1ccc([N+](=O)[O-])cc1)(CCc1ccc([N+](=O)[O-])cc1)C(=O)OCC,102
CC(C)=CCc1c2c(c(O)c3c1O[C@]14C(=C[C@@H]5C[C@H]1C(C)(C)O[C@@]4(C/C=C(/C)C(=O)O)C5=O)C3=O)C=CC(C)(C)O2,-34*
NC(=O)c1nn(-c2ccccc2)nc1N1CCOCC1,107
CCCCCC(=O)OC(C)COc1ccccc1 (configuration not stated),121
Cn1c2nc(=O)[nH]c(=O)c-2cc2ccccc21,111
CS(C)(O)NC(N)=O,117
C[C@@]12Oc3c4c(cc5cc6ccccc6nc35)C[C@H]3C(C5CC5)CC[C@]41[C@@]3(O)CCC2=O (some centres not stated),99
O=C(O)c1cc(O)c2c(c1)[C@@H]([C@H]1c3cc(C(=O)O)cc(O)c3C(=O)c3c(O[C@H]4O[C@H](CO)[C@@H](O)[C@H](O)[C@H]4O)cccc31)c1cccc(O[C@H]3O[C@H](CO)[C@@H](O)[C@H](O)[C@H]3O)c1C2=O,120
O=c1cc(-c2ccccc2)[nH]c2c1CCCC2,19
COc1cc(/C=C/C(=O)c2ccccc2)ccc1Oc1nc(Nc2ccc(F)cc2)nc(N(C)C)n1,20
CCCCOP(=O)(CCl)OCCCC,100
Cc1ccc(S(=O)(=O)N(C)N=O)cc1,106
CCOc1cc(F)c([N+](=O)[O-])cc1[N+](=O)[O-],-13*
COc1ccc(-c2ccc(/C=N/NC(=O)c3[nH]c4ccc(Br)cc4c3-c3ccccc3)s2)cc1,96
CCCOP(=S)(N1CC1C)N1CC1(C)C (configuration not stated),118
COC(=O)c1c(C(=O)OC)c2ccc3c4ccccc4ccc3n2c1C(=O)C(Br)Br,91
CCCC(=O)Oc1cc(C)c2sc(=O)[nH]c2n1,96&98
COc1cc(OC)cc(-c2ccc(-c3ccc(C(=N)N)s3)s2)c1,-72*
O=C1c2cccc3cccc(c23)C(=O)N1CC#Cc1ccc2c3c(cccc13)C(=O)N(Cc1ccccc1)C2=O,103
NS(=O)(=O)c1cnccc1-n1ccc(=O)cc1,73
O=C1/C(=C/C=C/c2ccco2)SC(=S)N1CC(=S)C1C=CS(=O)(=O)C1 (configuration not stated),59
Cc1cccc(C)c1-n1cnc2ccccc2c1=O,72
O=C(O)c1cc2ccccc2n1Cc1ccccc1,97
COc1c(O[C@H]2O[C@@H](CO)[C@@H](O)C(O)C2O)cc2oc3cc(O)c(CC=C(C)C)c(O)c3c(=O)c2c1CC=C(C)C (some centres not stated),92
COc1ccc(C(=O)NNc2ccc(-c3ccccc3)nn2)cc1,99
CCN(CC)CCCC(C)N=c1cc(Nc2cc(=NC(C)CCCN(CC)CC)c3cc(OC)ccc3o2)oc2ccc(OC)cc12 (configuration not stated),-65*
C[N+]1(Cc2ccc(C(N)=O)cc2)CCC(CCC2CC[N+](C)(Cc3ccc(C(N)=O)cc3)CC2)CC1 (configuration not stated),101
COC(=O)[C@]12CC[C@@H](C)[C@H](C)[C@@H]1C1=CC[C@@H]3[C@@]4(C)C(C#N)=C[C@@](C)(CO)[C@@H]4[C@H](O)C[C@@]3(C)[C@]1(C)CC2,65
CC1SC(c2ccc(Cl)cc2)N(NC(=O)c2[nH]c3ccc(F)cc3c2-c2ccccc2)C1=O (configuration not stated),82
COc1ccc(-c2nn(-c3cccc(Cl)c3)cc2-c2cc(-c3ccccc3)nc(N)c2C#N)cc1,88
C(=C\CSc1ccccn1)/CSc1ccccn1,89
Cn1cc(-c2csc(-c3ccccc3)n2)c2ccccc21,86
COc1ccc(/C=C2/C(=O)N(/C=C3\C(=O)Oc4ccccc4C3=O)C(=NC(C)=O)N2C)cc1OC,108
COc1cc(-c2ccc3c(c2)NC(=O)/C3=C\c2ccc[nH]2)ccc1O,-13*
O=c1c2ccccc2nc(COc2ccccc2)n1NCc1ccccc1Cl,104
NC(=O)N1NC(=O)C(N=Nc2ccc(S(=O)(=O)N=C(N)N)cc2)C1=O (configuration not stated),95
C=CCn1c(SC/C(=N\O)c2ccc(Cl)cc2)nnc1-c1c[nH]c2ccccc12,65
CC(=O)C1C(=O)C(=O)N(c2cccc([N+](=O)[O-])c2)C1=O (configuration not stated),103
C=CCn1c(SCC(=O)N2CCN(c3cc4c(cc3F)c(=O)c(C(=O)O)cn4C3CC3)CC2)nnc1-c1cc(OC)c(OC)c(OC)c1,74
O=C(NC1CCc2c1ccc(Cl)c2Cl)c1cc2c([nH]c1=O)CCCC2 (configuration not stated),102[50 µM]
FC(F)(F)c1nn[nH]n1,102
Oc1c(O)c(Br)c(Br)c(Br)c1O,92

# Not all compounds are listed; count on the stated rates, not on these rows.
